# From PubChem
# M17LAP inhibition – P. falciparum M17LAP inhibitors, primary screen, biochemical, fluorogenic H-Leu-NHMec substrate, 1536-well (AID 1619) | actives 0.38% (n = 220,000) | inhibition, % at 30 µM; hits with a dose series show IC50 in µM | recombinant M17LAP, H-Leu-NHMec fluorogenic kinetic assay; higher % means a stronger effect;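 active means compound inhibiting the enzyme by more than half at any dose during confirmatory dose-response retesting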;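 further: plate controls were full reaction with DMSO carrier for no effect and no enzyme background for full effect; strong numbers were not always called active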
# PMI inhibition – MPI inhibition at elevated mannose 6-phosphate – biochemical, fluorescence intensity, high mannose 6-phosphate, primary screen (AID 1220) | inhibition, % at 20 µM, or IC50 in µM where a hit was titrated | recombinant PMI enzyme, coupled fluorescence intensity; higher % means a stronger effect | actives 0.66% (n = 190,000)
# K1F lysis inhibition – inhibition of K1F phage lysis, E. coli UTI89, bacterial capsule biogenesis inhibitors, alamar blue (AID 488966); E. coli UTI89 K1F phage lysis, alamar blue, 2 h; higher % means a stronger effect; inhibition, % at 100 µM; hits with a dose series show IC50 in µM; actives 0.02% (n = 340,000);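 active means phage lysis inhibition, versus mean bacterial control, above a set limit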;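 further: capsule biogenesis inhibitors block K1F phage lysis so surviving cells raise fluorescence; higher fluorescence means more inhibition of phage lysis; actives were called in the ten point dose series up to 300 µM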
# Hep lipid drop – modulators of hepatic lipid droplet formation; actives 0.4% (n = 240,000); AID 1656; inhibition, % at 6.5 µM; AML12 mouse hepatocytes, oleate lipid droplets, BODIPY imaging;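 active means lipid droplet intensity inhibited by at least 50%, with more than 500 cells counted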
#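 Assay system: AML12 hepatocytes (mouse) / Also added: 100 µM oleic acid challenge / Times: overnight treatment with compound plus oleate / Detection: high-content imaging of BODIPY-stained droplets and DAPI nuclei / Evaluation: % inhibition of lipid droplet signal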
# TNAP activation fold – human TNAP enzyme activators, primary screen, biochemical, luminescent, no phosphate acceptor, uHTS (AID 1001); purified TNAP, luminescent activation assay, no phosphate acceptor; higher activation fold means a stronger effect; activation fold at 20 µM, or EC50 in µM where a hit was titrated; actives 0.03% (n = 200,000); in the data active means activation fold from about 3, or a potency from the dose series; inactive means the rest, 99 in 100 with activation fold below about 1.6; further: many of its hits are not listed in these tables
# M1AAP inhibition – malaria alanyl aminopeptidase activity blockers – biochemical, fluorogenic H-Leu-NHMec substrate, 1536-well (AID 1445). recombinant M1AAP, H-Leu-NHMec fluorogenic kinetic assay; higher % means a stronger effect. inhibition, % at 30 µM, or IC50 in µM where a hit was titrated. actives 0.42% (n = 220,000);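 active means primary inhibition above the hit cutoff, then over 50% inhibition at one or more dose response concentrations, cut at about 23% in these data, passing the limit was not always enough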;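 further: plate controls were DMSO full reaction for no effect and no enzyme background for full effect; strong numbers were not always called active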
# human PMI inhibition – inhibitors of human PMI, primary screen, biochemical, fluorescence intensity, coupled assay (AID 1209); purified PMI enzyme, coupled fluorescence intensity; higher % means a stronger effect; actives 0.42% (n = 190,000); inhibition, % at 20 µM, or IC50 in µM where a hit was titrated;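 further: plate controls were DMSO vehicle for no effect and wells lacking substrate for full effect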
# XIAP displacement – small molecules displacing peptide from XIAP – biochemical, IAP family, fluorescence polarization (AID 1018). actives 0.007% (n = 200,000). one-dose displacement, % at 20 µM; IC50 in µM for titrated hits. XIAP BIR domain, fluorescence polarization peptide displacement; higher % means a stronger effect; in the data active means displacement above about 50%; further: a part of the inactive calls stands beside numbers as strong as those of hits
# Siah-1 displacement – Siah-1 peptide-binding antagonists, primary screen, biochemical, fluorescence polarization, rhodamine-plectin, uHTS (AID 1817); Siah-1 / rhodamine-plectin peptide fluorescence polarization; higher % means a stronger effect; displacement, % at 20 µM; hits with a dose series show IC50 in µM; actives 0.02% (n = 290,000);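 active means displacement of at least 50% at 20 µM, with a fluorescence ratio check between 0.3 and a set limit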;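 further: plate controls were Siah plus tracer with DMSO for no effect and tracer alone without Siah for full effect; strong numbers were not always called active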
# Hep lipid drop cells 6.5 µM – second read-out of Hep lipid drop, no call of its own (marks repeat the call); cell count; measured here: cell count, cytotoxicity flag;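 cells counted across two imaged fields per well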
# The depositor's hits bear a star; / = not tested or not shown; [ ] = remark or other dose. Unless noted, no stated cut-off is given here; in the data, active means inhibition above about 50%; inactive means the rest.
SMILES,M17LAP inhibition,PMI inhibition,K1F lysis inhibition,Hep lipid drop,Hep lipid drop cells 6.5 µM,TNAP activation fold,M1AAP inhibition,human PMI inhibition,XIAP displacement,Siah-1 displacement
CCC(Sc1nc2n[nH]c(C)c2c(=N)n1-c1cc(Cl)ccc1C)C(=O)N1CCOCC1 (stereo not given),-9%,0%,-0.2%,-23,740,1.2,8%,3%,-5.7%,3%
COc1cccc(N/N=C/c2cccc(Br)c2O)c1,4%,/,-0.1%,-20,722,/,11%,/,/,10%
Cc1ccc(C)c(SCC(=O)Nc2ccc(S(=O)(=O)Nc3ncccn3)cc2)c1,-7%,/,0.1%,-13,643,/,-6%,/,/,1%
Cc1ccc(OCC(=O)N2CCN(S(C)(=O)=O)CC2)cc1,-4%,/,0.1%,-17,615,/,2%,/,/,3%
CC(C)C(NS(=O)(=O)c1ccc2c(c1)oc(=O)n2C)C(=O)N1CCN(c2ccccc2F)CC1 (stereo not given),-6%,-6%,1.9%,/,/,1.2,1%,-5%,2.4%,1%
Cc1ccc(C2=N/C(=C/c3cccs3)C(=O)N2Nc2ccccc2)cc1,4%,11%,0.7%,-6,779,0.9,2%,17%,-6.7%,2%
Cc1cc(NC(=O)c2ccccc2Cl)no1,-1%,-3%,1.1%,/,/,1.1,0%,4%,-15%,10%
O=C1CCC([N+](=O)[O-])C(c2ccccc2Cl)N1 (stereo not given),-3%,8%,-0.4%,-2,740,1.1,0%,3%,-0.7%,3%
O=C(COC(=O)Cc1cccs1)Nc1ccccc1,3%,12%,-0.2%,/,/,1.1,10%,5%,-17%,-4%
COc1ccc2nnc(-c3ccccc3)n2n1,-5%,-10%,0.3%,10,783,1.2,8%,-3%,-2.0%,6%
CC12COC3(C(=O)NCCc4ccccc4)CC1CCC32C (stereo not given),6%,6%,4.2%,-32,664,1,3%,2%,-1.4%,-7%
Cc1ccc(NC(=S)N2CCN(C(=O)C3CCCO3)CC2)c(C)c1 (stereo not given),1%,-4%,0.9%,/,/,1.1,-3%,-3%,1.7%,10%
CC(=O)N/C(=N\OCc1ccc(Br)cc1)c1nonc1NC(C)=O,5%,5%,-0.1%[50 µM],18,629,1.1,3%,15%,-10%,8%
COc1cc(NC(=O)c2ccccc2NS(=O)(=O)c2ccc(Cl)s2)cc(OC)c1,14%,1%,-1.1%[50 µM],-14,629,0.9,6%,-6%,-8.4%,4%
Cc1cc(NC(=O)CCC(=O)N(CC2CCCO2)C(C(=O)NC2CCCC2)c2cccnc2)no1 (stereo not given),-1%,2%,0.4%,/,/,1.1,6%,2%,-2.2%,-2%
COc1ccccc1CN1C[C@@H]2C[C@@H](c3[nH]c4c(C)cccc4c3C)N3CCC[C@@]23C1=O,-1%,7%,-0.1%,-24,615,1.1,3%,0%,-6.2%,1%
COc1ccc2nc(/C=N/NC(=O)[C@@H]3CCCN3C(=O)OC(C)(C)C)ccc2c1,-107%,/,-1.6%,-1,642,/,16%,/,/,1%
O=C(N/N=C/c1cc(Cl)ccc1O)c1ccncc1,46%,/,0.8%,-36,614,/,22µM*,/,/,-5%
CS(=O)(=O)N1CCN(C(=O)c2ccccc2)C1,-5%,11%,4.7%,8,754,1.1,11%,14%,-8.0%,-1%
CCOC(=O)/C(C#N)=C/c1ccc(N2CCN(C)CC2)cc1,9%,6%,2.7%[50 µM],0,721,1.3,14%,12%,-5.7%,1%
Cc1cc2ncn(CCOc3ccccc3)c2cc1C,4%,-3%,1.2%,/,/,1,9%,-4%,-12%,1%
O=C(O)C1CCCCC1C(=O)Nc1ccc(-c2ccccc2)cc1 (stereo not given),6%,0%,-1.1%,27,645,1,3%,-1%,-3.2%,0%
CC(C)(C)C1CCc2c(sc(NC(=O)c3cccs3)c2C(N)=O)C1 (stereo not given),30%,-1%,2.4%,20,676,1.1,5%,7%,-8.8%,3%
CC(C)(C)N1C(=O)c2ccccc2NC(=O)N1Cc1ccccc1,1%,-11%,4.5%,3,797,1.1,1%,0%,-5.8%,-1%
O=C(CCN1CCOCC1)Nc1c(-c2ccccc2)c2cc(Br)ccc2[nH]c1=O,4%,8%,2.1%,11,628,1.1,94µM*,8%,-1.7%,-4%
CS(=O)(=O)n1nc(OC(=O)c2cccc3ccccc23)cc1N,12%,12%,1.6%,/,/,1.1,6%,3%,-3.6%,-1%
C/C(=N/NC(=O)c1cc2ccccc2cc1O)C1C(=O)c2ccccc2C1=O,-5%,-16%,3.7%,2,779,2.6,12µM*,-6%,39%,-7%
O=C(Nc1nnc(C2CC2)o1)c1ccc(S(=O)(=O)N2CCc3ccccc3C2)cc1,-3%,-15%,0.3%,0,707,1.3,-17%,35%,-4.6%,-2%
O=C(CCCC(=O)OCC(=O)c1ccc(F)cc1)Nc1cc(C(F)(F)F)ccc1Cl,-19%,5%,0.7%,-28,772,1,3%,10%,-3.0%,0%
c1ccc2cc3[nH]c(CN4CCCCC4)nc3cc2c1,-1%,10%,1.7%,/,/,1.2,2%,4%,-2.0%,-1%

# Some entries already given, limited to M1AAP inhibition:
SMILES	M1AAP inhibition
Cc1ccc(C)c(SCC(=O)Nc2ccc(S(=O)(=O)Nc3ncccn3)cc2)c1	-6%
Cc1ccc(OCC(=O)N2CCN(S(C)(=O)=O)CC2)cc1	2%
CC(C)C(NS(=O)(=O)c1ccc2c(c1)oc(=O)n2C)C(=O)N1CCN(c2ccccc2F)CC1 (stereo not given)	1%

# The results go on:
SMILES,M17LAP inhibition,PMI inhibition,K1F lysis inhibition,Hep lipid drop,Hep lipid drop cells 6.5 µM,TNAP activation fold,M1AAP inhibition,human PMI inhibition,XIAP displacement,Siah-1 displacement
COc1ccc(CCNc2oc(-c3ccccc3OC)nc2C#N)cc1,6%,14%,6.4%,-13,681,1.1,5%,20%,-4.8%,0%
Cc1ccc(NC(=O)CN2C(=O)C3C4C=CC(C4)C3C2=O)cc1S(=O)(=O)N(C)C (stereo not given),11%,0%,3.2%,-11,613,1.1,2%,13%,-13%,-1%
COc1cc(C2Nc3ccccc3C(=O)N2c2ccccc2)c(Br)cc1OCC(=O)O (stereo not given),-58%,-22%,3.7%,0,738,1.1,13%,-22%,-6.6%,-4%
Cc1ccc(-n2c(SCC(=O)Nc3ccc4c5c(cccc35)CC4)nc(O)c(C)c2=O)cc1,39%,-7%,1.0%,0,572,1.2,23%,16%,-3.3%,-2%
CN1CCCN(c2ccc([N+](=O)[O-])cc2)CC1,15%,8%,0.2%,-8,703,0.9,6%,5%,-5.8%,2%
CCOC(=O)N1CCN(c2c(N3CCN(c4cc(C)ccc4C)CC3)c(=O)c2=O)CC1,-4%,8%,0.6%,/,/,1.1,0%,7%,0.0%,0%
CC(C)OC(=O)CCC(=O)Nc1ccc(F)cc1,-5%,23%,0.1%,-2,737,1,1%,7%,-6.8%,6%
C=C(C)CN(CC)CCC(=O)Nc1ccc(OC)cc1OC,4%,-8%,0.2%,/,/,1.1,0%,4%,-5.0%,-4%
CCN(C1CCCCC1)S(=O)(=O)c1ccc(S(=O)(=O)NCc2ccncc2)cc1,5%,6%,-1.5%,/,/,1.1,-2%,4%,0.1%,8%
C#Cc1ccc([C@@H]2C=C(C(=O)NCc3nc4ccccc4[nH]3)O[C@H](OCC)[C@H]2CCCO)cc1,16%,/,0.0%,7,705,/,0%,/,/,13%
COc1ccc(C2C(C(=O)Nc3cc(C)on3)c3ccccc3C(=O)N2C)cc1 (stereo not given),-4%,5%,0.6%,/,/,1.2,0%,6%,-2.5%,1%
Cc1cc(C)c2oc(C(=O)N(Cc3ccccc3)C3CCS(=O)(=O)C3)cc(=O)c2c1 (stereo not given),-7%,/,-0.8%,10,745,/,1%,/,/,1%
COc1ccc(NC(=O)CCNS(=O)(=O)c2ccc3c(c2)c(=O)n(C)c(=O)n3C)cc1OC,-2%,17%,0.4%,10,703,1.1,4%,2%,-2.7%,7%
COc1cc(Br)c(CCNC(=O)c2ccco2)cc1OC,8%,2%,-0.1%,-10,660,1.1,3%,0%,-4.1%,12%
COCCN(CCOC)S(=O)(=O)c1ccc(C(=O)NC2CCN(Cc3ccccc3)CC2)cc1,11%,-9%,0.7%,/,/,0.9,-2%,-10%,-6.5%,2%
CCC(=O)Nc1cccc(NC(=O)c2ccccc2Cl)c1,-3%,-14%,2.0%,-2,709,1.1,0%,-6%,-0.8%,0%
CC(C)C(NC(=O)OCc1ccccc1)C(=O)NCc1ccc(C(=O)O)cc1 (stereo not given),19%,-10%,1.6%[50 µM],-23,534,1.1,14%,2%,0.3%,5%
CCOC(=O)COn1c(=O)c(-c2cc3ccccc3o2)[n+]([O-])c2ccccc21,24%,14%,0.1%,/,/,1,4%,3%,-6.2%,-2%
O=[N+]([O-])c1cccc(/C=N\N2CCN(c3ccc(Cl)cc3)CC2)c1,4%,14%,1.2%,6,713,2.8,10%,-10%,-6.7%,-2%
CCOc1ccccc1C(=O)N(Cc1ccco1)C1CCS(=O)(=O)C1 (stereo not given),8%,-2%,6.9%,/,/,1.1,0%,2%,-3.4%,-2%
Fc1ccc(Sc2cc(Cl)c(-c3ccccc3)nn2)cc1,-1%,11%,0.4%,/,/,1,3%,11%,-6.0%,7%
Cc1nc(SC2CC(=O)N(c3ccccc3)C2=O)nc2c1CCCC2 (stereo not given),5%,3%,-0.2%,-11,738,1.1,4%,8%,-6.2%,1%
Cc1ccc(C(=O)COC(=O)CN2C(=O)C3C4CCC(C4)C3C2=O)cc1[N+](=O)[O-] (stereo not given),8%,-8%,1.1%[50 µM],7,654,1.1,6%,-2%,-5.2%,2%
Cc1ccc(OCc2nnc(SCC(=O)c3cccc([N+](=O)[O-])c3)n2C)cc1,59%,0%,0.2%,16,668,1,-1%,6%,1.1%,-4%
O=C(c1cccc2ccccc12)N1CCC(N2CCN(c3ccccc3)CC2)CC1,-6%,4%,-0.2%,/,/,0.9,-1%,13%,-22%,3%
COC(=O)CNC(=S)NC(=O)c1ccc(C(C)(C)C)cc1,-1%,18%,-0.2%,-5,672,2.9,6%,15%,-8.3%,10%
Cc1nn(CC(=O)Nc2ccc(C#N)cc2)c(C)c1[N+](=O)[O-],0%,6%,-0.4%,7,678,1.1,-1%,0%,-6.0%,12%
Cc1cc(O)cc2c1C(c1ccc(F)cc1)CC1(CC(C)(C)NC(=S)N1)O2 (stereo not given),-5%,8%,-0.1%,2,746,0.9,-2%,9%,-4.3%,14%
Cc1ccc(/C=N/NC(=O)Cn2ccc(C(F)(F)F)n2)o1,21%,10%,0.3%,4,707,1.1,6%,-3%,-7.0%,18%

# Outcome played no part in choosing rows; 1.9% or so of the library scored in one or more.
